TRPV1 agonist: human TRPV1 agonism. Q8NER1. hit rate 0.19% among 320,000. TRPV1-expressing cells, Fluo-8 calcium influx, agonist mode. activation, % at 8.33 µM; in the data active = activation above about 80%; inconclusive = between about 30% and that limit; also: 0% is about no effect
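TRPV1-expressing cells were cultured overnight at 35.5C and loaded with Fluo-8 calcium dye for 40 to 90 min at room temperature. After a 10 s baseline, compound was added and calcium influx was read kinetically for 3 min (ex 480/em 520 nm).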
ELG1 repair inh: blocks ELG1-dependent DNA repair in HEK293T cells; HEK293T ELG1-luciferase reporter, luminescence, 16 h; DNA damage induced by 5-fluorouridine; Potency, µM (doses to about 46.1 µM), for the others: at the top dose activity change, negative = inhibition, most hits filed as inhibitors; hit rate 2.3% among 330,000; AID 504467; also: potency is read from the fitted curve at half-maximal effect; % is scaled to controls: 0 for no effect and ±100 for the full control effect; nearly all actives have a fitted effect of over 55% in size
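In this reporter screen, reduction of luminescence relative to DMSO vehicle indicated activity. Compounds and 5-fluorouridine were added together to 2,000 cells per well, incubated for 16 hr at 37 °C, then developed with ONE-Glo.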
Mito fusion yeast: blocks mitochondrial division or promotes mitochondrial fusion; S. cerevisiae fusion-defective mutant growth rescue, CellTiterGlo 48 h; Potency, µM (titrated, usually from 46.1 µM), for the others: at the top dose growth rescue (activation), usual class: activators; hit rate 0.23% among 320,000; AID 485298;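 also: potency is read from the fitted curve at half-maximal effect; % of control where 0% means no effect; nearly all actives have a fitted effect of over 45% in size; temperature-sensitive fusion mutants such as fzo1-1 at 37 °C on non-fermentable ethanol glycerol medium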
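Luminescent cell viability in 1536-well qHTS format served as the measure of rescued growth in ts fusion-mutant S. cerevisiae cultured on non-fermentable YPEG for 48 hours at 37C.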
TSHR antag: blocks TSH signaling through the human TSH receptor; P16473; TSHR-expressing cells, TSH-stimulated cAMP HTRF, 2 h; stronger effect = lower value; activity change, negative = inhibition, % at 11.5 µM; hit rate 0.2% among 330,000; AID 504810;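 active = activity change below a set negative limit, meaning inhibition stronger than a set level, cut at about -70% in these data; inconclusive = activity change between two set negative limits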; also: % is scaled to controls: 0 for no effect and ±100 for the full control effect
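Inhibition of cAMP made by TSHR-expressing cells under TSH stimulation (4nM final, EC80; 2 h, 37 deg C) is quantified with a one-step lysis HTRF kit, anti-cAMP cryptate versus cAMP-d2.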
Eya2 inh: inhibitors of human Eya2 phosphatase activity; hit rate 0.006% among 330,000; recombinant Eya2, OMFP fluorescence dephosphorylation (OMFP is methylfluorescein phosphate); Potency, µM (doses to about 76.9 µM), inactives show at the top dose activity, negative = inhibition, usual class: inhibitors; O00167; AID 488837; also: potency is read from the fitted curve at half-maximal effect; % is scaled to controls: 0 for no effect and ±100 for the full control effect
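Eya2 protein (added as 0.2 uM solution) was preincubated with compound for 10 min at ambient temperature in 50 mM HEPES pH 7.5, 50 mM NaCl, 5 uM MgCl2, 0.05% BSA, 1 mM DTT. OMFP (added at 50 uM) then reacted 10 min; fluorescence read at 485/525 nm.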
KCNH2 3.1 inh: KCNH2 3.1 (human) potassium channel inhibition; hit rate 0.95% among 340,000; activity change, % (tested at about 1.8 µM); U2OS KCNH2 3.1, thallium flux FluxOr; stronger effect = lower value;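 active = maximum activity change below -70%; inconclusive = maximum activity change from -70% to -50%; inactive = maximum activity change above -50%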;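 also: thallium influx rate constant from kinetic fluorescence after stimulation buffer; % is scaled to controls: 0 for no effect and ±100 for the full control effect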
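Channel expression came from 3.1 mutant virus (1.77 x 10^8 /mL) applied to suspended U2OS cells for 4 h. Flux was tracked with FluxOr dye plus Red40 quencher, and kinetic rate constants normalized to controls.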
hERG WT inh: KCNH2 (human, wildtype) channel inhibition | activity change, % at 1.84 µM | Q12809 | hit rate 0.37% among 340,000 | U2OS, BacMam KCNH2, thallium flux FluxOr; stronger effect = lower value;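 active = maximum activity change below -70%; inconclusive = maximum activity change between -70% and -50%; inactive = maximum activity change above -50%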; also: % is scaled to controls: 0 for no effect and ±100 for the full control effect
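U2OS cells were transduced with wild-type KCNH2 virus (2.03 x 10^8 / mL) for 4 h at room temperature, then cultured overnight at 37 C. Thallium flux was read with FluxOr dye. Rate constants were normalized to DMSO controls.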
AT treatment: potential ataxia-telangiectasia treatments restoring KAP-1 phosphorylation | […] A-T fibroblasts, KAP-1 phosphorylation AlphaLISA; neocarzinostatin DNA damage 30 min before lysis | Potency, µM (top dose mostly 57.5 µM), inactives show at the highest dose activation, usual class: activators | hit rate 0.19% among 320,000; also: potency is read from the fitted curve at half-maximal effect; % of control where 0% means no effect; nearly all actives have a fitted effect of over 45% in size
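ATM-like activity read as KAP-1 phosphorylation via AlphaLISA donor/acceptor antibody pairs after lysis and 6 hr at 25C. Cells were ATM-null patient fibroblasts ([…], hTERT), dosed 60 min, then exposed to the DSB inducer NCS for 30 min.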
TCR activator: activates T cell receptor signaling; primary human leukocytes, anti-CD3, IL-2 HTRF, 48 h; Potency, µM (titrated, usually from 9.22 µM), inactives show at the top dose activation of IL-2 secretion, actives largely listed as activators; 330,000 tested, under 10 active; also: % of control where 0% means no effect
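Primary human leukocytes incubated 48 hr with anti-CD3 beads plus compound, without co-stimulation. Secreted IL-2 measured by HTRF (europium cryptate/d2 anti-IL-2 pair, 320 nm excitation, 665 nm emission).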
USP2a inh: blocks human ubiquitin-specific protease USP2a | AID 463254 | USP2 core, Ub-CHOP2 coupled fluorogenic reporter, 485/531 | hit rate 0.01% among 330,000 | Potency, µM (titrated, usually from 38.3 µM), without a hit: at the highest dose activity change, negative = inhibition, hits mostly inhibitors | O75604;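 also: potency is read from the fitted curve at half-maximal effect; plate controls were DMSO wells for no effect and full inhibition by NEM control for full effect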
Target sequence (O75604 whole entry, looked up): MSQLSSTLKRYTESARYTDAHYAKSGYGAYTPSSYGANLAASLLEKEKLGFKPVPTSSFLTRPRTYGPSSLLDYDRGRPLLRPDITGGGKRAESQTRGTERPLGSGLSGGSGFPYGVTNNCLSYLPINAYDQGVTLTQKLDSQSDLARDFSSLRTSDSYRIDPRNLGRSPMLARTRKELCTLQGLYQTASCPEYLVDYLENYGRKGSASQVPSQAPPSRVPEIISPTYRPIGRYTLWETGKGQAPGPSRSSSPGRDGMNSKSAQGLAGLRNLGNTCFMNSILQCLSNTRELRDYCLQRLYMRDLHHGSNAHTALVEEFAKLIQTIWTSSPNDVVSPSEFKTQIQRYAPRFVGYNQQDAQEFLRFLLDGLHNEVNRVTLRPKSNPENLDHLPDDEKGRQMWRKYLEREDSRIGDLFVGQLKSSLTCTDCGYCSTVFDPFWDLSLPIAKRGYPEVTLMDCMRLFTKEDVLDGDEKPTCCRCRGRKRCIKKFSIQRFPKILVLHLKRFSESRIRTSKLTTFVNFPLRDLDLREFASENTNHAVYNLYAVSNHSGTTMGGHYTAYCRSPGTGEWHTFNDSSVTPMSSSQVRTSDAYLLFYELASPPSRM
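Deubiquitinase activity read as fluorescence (485/531 nm) after Ub-CHOP2 cleavage activates the enterokinase reporter on its substrate; USP2 core 10nM, Ub-CHOP2 and substrate 25nM each, 30min compound preincubation then 60min RT; data normalized to NEM, curves fitted.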
Starred values were filed as active, the others as inactive; ? = inconclusive; . = not tested or not shown; [ ] = another dose, or the depositor's remark. Unless noted, calls follow the shape of the dose curve; as a rule, active = well fitted curve in the direction sought with a large enough effect; inconclusive = small, poorly fitted or top-dose-only effect, or another doubt; inactive = no such curve, though single readings can be large; an effect the other way counts as inactive or inconclusive. Not all compounds are listed. The share of hits here may be higher or lower than overall.

1) CS(=O)(=O)O/N=C1\CCCCC1c1ccc([N+](=O)[O-])cc1[N+](=O)[O-] (configuration not stated)
2) CN1CCN(C(=O)c2cnn(-c3ccccc3)c2NC(=O)c2ccccc2Cl)CC1
3) ClC(/C=N/n1cnnc1)=C/c1ccccc1
4) Cc1cc(C)cc(NC(=S)N(CCN2CCCCC2)Cc2ccco2)c1
5) Cc1cc(C)c(NC(=O)CNC(=O)COC(=O)Cc2cccs2)c(C)c1
6) Cc1cc(C)nc(N2C(=O)CC(C(C)c3ccccc3)C2=O)n1 (configuration not stated)
7) COc1ccc(CNC(=O)C2CCCN(S(=O)(=O)N3CCC(C)CC3)C2)c(OC)c1 (configuration not stated)
8) O=C(Cc1cccc([N+](=O)[O-])c1)Nc1ccc(C(=O)N2CCCCC2)cc1
9) O=C(NCCc1ccccc1F)C(=O)Nc1nccs1
10) Cc1cc(C)c(OCC(=O)Nc2nc3ccccc3[nH]2)c(C)c1

Assay by compound	1	2	3	4	5	6	7	8	9	10
TRPV1 agonist	-1	1	3	13	-1	.	-1	.	-3	3
ELG1 repair inh	6%	17%	13%	?	0%	7%	-16%	-8%	?	10%
Mito fusion yeast	-4%	-1%	-14%	21%	-1%	-4%	4%	.	3%	8%
TSHR antag	-5	10	-10	0	2	4	-3	3	5	-4
Eya2 inh	7%	3%	9%	10%	-32%	0%	3%	6%	-18%	0%
KCNH2 3.1 inh	-2	-4	21	-38	6	18	-7	4	22	15
hERG WT inh	7	8	0	-8	4	10	5	-23	-5	12
AT treatment	16%	0%	2%	2%	0%	-9%	-4%	1%	7%	-5%
TCR activator	1%	-12%	-3%	5%	-1%	-2%	-5%	4%	3%	3%
USP2a inh	6%	1%	11%	1%	2%	0%	1%	0%	3%	-1%

11) O=C(COC(=O)c1cc(S(=O)(=O)N2CCCCC2)ccc1N1CCOCC1)c1ccccc1
12) COc1ccc(CNC(=O)[C@H](C)NC(=O)C2CCN(S(=O)(=O)c3ccccc3)CC2)cc1
13) CN(CC(=O)Nc1cccc(F)c1)C(=O)CSc1ccccc1
14) O=C(N[C@@H](Cc1c[nH]c2ccccc12)C(=O)O)C1CCN(S(=O)(=O)c2ccc(Cl)cc2)CC1
15) CNC(=S)N1CCC(NC(=O)c2ccco2)CC1
16) CCNC(=S)N/N=C(\C)c1ccc2c(c1)OCCO2
17) COc1cc2c(cc1OC)/C(=C/C(=O)c1ccccc1)NCC2
18) Cc1cc(N2CCN(C(=O)/C=C/C(=O)O)CC2)c2ccccc2n1
19) Cc1nn(CC(=O)NC2(C)CCS(=O)(=O)C2)c(C)c1S(=O)(=O)N(C)C (configuration not stated)
20) CC1=C(C(=O)Nc2ccc(C)cc2C)C(c2ccc(C)o2)NC(=O)N1 (configuration not stated)

Assay by compound	11	12	13	14	15	16	17	18	19	20
TRPV1 agonist	9	1	3	-1	-1	2	7	-2	.	4
ELG1 repair inh	-27%	8%	-1%	2%	18%	?	9%	21%	?	0%
Mito fusion yeast	0%	0%	-7%	-1%	-7%	-7%	27%	2%	.	-2%
TSHR antag	5	1	0	2	2	-6	17	17	2	-2
Eya2 inh	6%	3%	-28%	-1%	3%	-4%	3%	4%	-21%	1%
KCNH2 3.1 inh	-12	-17	7	5	.	1	-2	1	17	-1
hERG WT inh	-1	-5	0	5	.	-8	7	28	-6	2
AT treatment	-3%	-3%	4%	10%	6%	0%	-7%	29%	-1%	5%
TCR activator	2%	-3%	1%	5%	.	1%[46.1 µM]	-3%	-12%	11%	.
USP2a inh	0%	4%	1%	0%	-1%	4%	-1%	2%	1%	2%

21) COC(=O)CN1C(=O)N/C(=C/c2ccc(OC)cc2)C1=O
22) CCOc1ccc(NC(=O)C2CCCN(S(=O)(=O)c3ccc4c(c3)CCCN4C(C)=O)C2)cc1 (configuration not stated)
23) O=C(O)c1nn(-c2ccccc2)c(-c2ccccc2)c1C(=O)c1ccccc1
24) CCc1ccc(NC(=O)[C@@H](NC(=O)[C@@H]2Cc3ccccc3CN2)C(C)CC)cc1 (some centres not stated)
25) CC(C)c1nnc(NC(=O)CCC(=O)N2CCN(Cc3ccc(F)cc3)CC2)s1
26) O=C(N/N=C/c1cccs1)c1ccc2c(c1)OCO2
27) Cc1cc(NC(=O)CCC(=O)N(Cc2cccs2)C(C(=O)NC2CCCC2)c2ccncc2)no1 (configuration not stated)
28) O=C(COc1c(F)c(F)cc(F)c1F)NC(=O)NC1CCCC1
29) CCOc1ccc(-n2c(CCc3ccccc3)n[nH]c2=S)cc1
30) COC(=O)c1ccccc1N(C)S(=O)(=O)c1cc2c3c(c1)CCC(=O)N3CCC2

Assay by compound	21	22	23	24	25	26	27	28	29	30
TRPV1 agonist	7	3	2	4	0	?	2	1	3	-3
ELG1 repair inh	13%	?	9%	?	-8%	?	-2%	0%	2%	-6%
Mito fusion yeast	-8%	-10%	-5%	0%	0%	0%	7%	0%	3%	5%
TSHR antag	-5	9	3	-4	8	-11	1	-7	-2	-8
Eya2 inh	-4%	3%	-4%	5%	-6%	3%	5%	7%	3%	9%
KCNH2 3.1 inh	4	6	8	-16	8	-12	-6	-6	-1	-2
hERG WT inh	-12	3	-1	-18	9	11	-10	-2	6	-1
AT treatment	-4%	4%	17%	14%	-2%	3%	4%	30%	3%[11.5 µM]	-13%
TCR activator	10%	-4%	-24%[46.1 µM]	-1%	3%	6%[46.1 µM]	-1%	.	.	-2%
USP2a inh	-1%	3%	3%	1%	2%	3%	2%	-1%	1%	0%

31) Cc1cccc(C2=N/C(=C/c3cccs3)C(=O)O2)c1
32) COc1ccc(N2C(=O)CCC(C(C)=O)=C2C)cc1
33) O=C(C1=C[C@@H](C2CCCCC2)C[C@@H](OCCCCO)O1)N1CCN(Cc2ccc3c(c2)OCO3)CC1
34) COc1ccc(NC(=O)C23CC4CC(C2)CC(n2cnc(Br)n2)(C4)C3)cc1Cl
35) O=C(Nc1ccccc1)c1ccc(S(=O)(=O)Nc2cccc(O)c2)cc1
36) O=C(Nc1nc2c(F)cc(F)cc2s1)C1CCN(C(=O)c2ccc(F)cc2)CC1
37) CC(Cl)C(=O)NN=C(c1ccccc1)c1ccccc1 (configuration not stated)
38) CN(C(=O)CSc1ccncc1)C1CCCN(Cc2ccccc2F)C1 (configuration not stated)
39) Cc1cccc(-n2ncc3c(NCc4ccccc4)ncnc32)c1

Assay by compound	31	32	33	34	35	36	37	38	39
TRPV1 agonist	4	-2	27	0	1	5	9	14	-1
ELG1 repair inh	-14%	6%	-15%	?	-13%	?	2%	6%	?
Mito fusion yeast	4%	0%	-4%	2%	-1%	4%	3%	2%	22%
TSHR antag	13	6	-1	-12	2	-12	-2	-12	-18
Eya2 inh	5%	18%	-1%	-7%	-5%	-3%	7%	13%	-36%
KCNH2 3.1 inh	0	1	-14	8	0	-6	-2	-5	33
hERG WT inh	.	-13	6	-6	4	-2	6	4	-10
AT treatment	-4%	7%	19%	12%	-5%	9%	3%	2%	5%
TCR activator	-3%	2%	-7%	-13%	-5%	3%	-3%	-1%	8%
USP2a inh	0%	2%	2%	1%	0%	0%	2%	1%	-6%

Fetched by structure from the list above:
39) Cc1cccc(-n2ncc3c(NCc4ccccc4)ncnc32)c1
37) CC(Cl)C(=O)NN=C(c1ccccc1)c1ccccc1 (configuration not stated)
33) O=C(C1=C[C@@H](C2CCCCC2)C[C@@H](OCCCCO)O1)N1CCN(Cc2ccc3c(c2)OCO3)CC1

Assay by compound	39	37	33
TRPV1 agonist	-1	9	27
ELG1 repair inh	?	2%	-15%
Mito fusion yeast	22%	3%	-4%
TSHR antag	-18	-2	-1
Eya2 inh	-36%	7%	-1%
KCNH2 3.1 inh	33	-2	-14
hERG WT inh	-10	6	6
AT treatment	5%	3%	19%
TCR activator	8%	-3%	-7%
USP2a inh	-6%	2%	2%
